High-throughput results (PubChem BioAssay)
A-T KAP1 phos: potential ataxia-telangiectasia treatment; Potency, µM (titrated, usually from 57.5 µM), without a hit: top-dose activation, actives largely listed as activators; AID 485349; […] A-T fibroblasts, KAP-1 phosphorylation AlphaLISA; neocarzinostatin DNA damage 30 min before lysis; 320,000 tested, 0.19% active; also: potency is read from the fitted curve at half-maximal effect; % of control where 0% means no effect; nearly all actives have a fitted effect of over 45% in size
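hTERT-immortalized A-T patient fibroblasts ([…]), 500 cells/well in OPTI-MEM, 1% FBS, got compounds for 60 min, then NCS for 30 min at 37C. Lysates were then assayed for phospho-KAP-1 by AlphaLISA (anti-pKAP1 donor, anti-KAP1 acceptor beads), 6 hr at 25C.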
ASM inhibitor: blocks human secretory acid sphingomyelinase; placental ASM, HMU-PC fluorogenic substrate, 60 min; AID 504937; Potency, µM (top dose mostly 57.5 µM), for the others: at the highest dose activity change, negative = inhibition, most hits filed as inhibitors; 340,000 tested, 0.006% active; also: potency is read from the fitted curve at half-maximal effect
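Steps: dispense placental human ASM, pin compound, wait 10 min at room temperature, add HMU-PC0 substrate at 9 uM final, incubate 60 min at 37 °C, add stop solution raising pH to 10, read fluorescence.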
TCR act: activates T cell receptor signaling; AID 504894; Potency, µM (highest dose often 9.22 µM), for inactives: at the highest dose activation of IL-2 secretion, hits mostly activators; primary human leukocytes, anti-CD3, IL-2 HTRF, 48 h; 330,000 tested, under 10 active; also: % of control where 0% means no effect
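IL-2 release read by HTRF sandwich (Eu cryptate donor, d2 acceptor, 665 nm emission) after 48 hr exposure of primary human leukocytes to compound together with anti-CD3 beads in the absence of co-stimulatory signals.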
MBNL1-CUG inh: inhibitors of human MBNL1 binding to CUG repeat RNA. Q9NR56. Potency, µM (top dose mostly 57.5 µM), for the others: top-dose activity change, negative = inhibition, usual class: inhibitors. AID 2675. TR-FRET MBNL1-His/biotin-(CUG)12 binding, 665/545 ratio. 280,000 tested, 0.036% active; active = well fitted inhibition curve with a large enough effect in the signal ratio, with a control signal flat, not every such curve was filed as active; inconclusive = small, poorly fitted or top-dose-only effect, or effect the other way, or a change in a side signal; inactive = no such curve, though single readings can be large or run the other way; the % refers to the signal ratio; also: potency is read from the fitted curve at half-maximal effect; % is scaled to controls: 0 for no effect and ±100 for the full control effect
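Inhibition of protein-RNA binding appears as loss of TR-FRET between terbium anti-His antibody on MBNL1-His and streptavidin-XL665 on biotin-(CUG)12. Activity is normalized to buffer-only and uninhibited-complex controls.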
Menin-MLL TR inh: menin-MLL binding inhibition, Texas Red mutant peptide; O00255; Menin + Texas Red MLL mutant peptide, fluorescence polarization; Potency, µM (doses to about 61.6 µM), inactives show at the highest dose FP activity change, negative = inhibition, most hits filed as inhibitors; 270,000 tested, 0.23% active; AID 1768; active = well fitted inhibition curve with a large enough effect in the polarisation, with a control signal flat, not every such curve was filed as active; inconclusive = small, poorly fitted or top-dose-only effect, or effect the other way, or a change in a side signal; inactive = no such curve, though single readings can be large or run the other way; the % refers to the polarisation; also: potency is read from the fitted curve at half-maximal effect; % of control where 0% means no effect; many of its hits are not listed in these tables
Target sequence (O00255 whole entry, looked up): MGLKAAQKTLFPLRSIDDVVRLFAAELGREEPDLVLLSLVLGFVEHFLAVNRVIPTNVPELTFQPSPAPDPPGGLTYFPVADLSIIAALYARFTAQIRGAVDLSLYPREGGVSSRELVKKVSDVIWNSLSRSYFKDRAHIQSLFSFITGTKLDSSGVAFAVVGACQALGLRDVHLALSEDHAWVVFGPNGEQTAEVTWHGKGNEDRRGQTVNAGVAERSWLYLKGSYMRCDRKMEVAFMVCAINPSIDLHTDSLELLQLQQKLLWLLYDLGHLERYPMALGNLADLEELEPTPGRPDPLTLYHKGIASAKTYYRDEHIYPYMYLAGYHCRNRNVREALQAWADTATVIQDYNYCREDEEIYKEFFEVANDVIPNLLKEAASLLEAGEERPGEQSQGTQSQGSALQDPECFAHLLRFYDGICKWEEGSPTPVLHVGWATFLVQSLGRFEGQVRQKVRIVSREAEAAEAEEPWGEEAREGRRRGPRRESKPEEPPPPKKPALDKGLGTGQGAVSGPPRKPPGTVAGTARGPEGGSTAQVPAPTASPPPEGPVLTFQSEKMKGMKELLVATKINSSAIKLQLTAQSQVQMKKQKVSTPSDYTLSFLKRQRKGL
MLL CXXC-DNA inh: MLL CXXC-DNA interaction inhibition | Q03164 | MLL-CXXC / FITC-HOXA9 DNA fluorescence polarization | Potency, µM (series often up to 115 µM), for the others: at the top dose activity change, negative = inhibition, hits mostly inhibitors | 290,000 tested, 0.037% active | AID 2662; active = well fitted inhibition curve with a large enough effect in the polarisation, with a control signal flat, not every such curve was filed as active; inconclusive = small, poorly fitted or top-dose-only effect, or effect the other way, or a change in a side signal; inactive = no such curve, though single readings can be large or run the other way; the % refers to the polarisation; also: potency is read from the fitted curve at half-maximal effect
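Fluorescence polarization: 7 uM MLL-CXXC (stock) preincubated 5 min with compounds, then 50 nM fluorescein-HOX-A9 DNA (stock) added; 30 min ambient. Buffer 50 mM Tris-HCl pH 7.5, 50 mM NaCl, 1 mM DTT, 0.05% BSA.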
PTAP TSG101 blk: blocks PTAP/TSG101 interaction to inhibit HIV-1 budding; Fluorescence polarization, FITC-PTAP peptide / Tsg101 binding; Potency, µM (top dose mostly 115 µM), without a hit: at the top dose activity change, negative = inhibition, usual class: inhibitors; 340,000 tested, under 10 active; active = well fitted inhibition curve with a large enough effect in the main read-out, with a control signal flat, not every such curve was filed as active; inconclusive = small, poorly fitted or top-dose-only effect, or effect the other way, or a change in a side signal; inactive = no such curve, though single readings can be large or run the other way; also: potency is read from the fitted curve at half-maximal effect; % of control where 0% means no effect
Target sequence (Q99816 whole entry, looked up): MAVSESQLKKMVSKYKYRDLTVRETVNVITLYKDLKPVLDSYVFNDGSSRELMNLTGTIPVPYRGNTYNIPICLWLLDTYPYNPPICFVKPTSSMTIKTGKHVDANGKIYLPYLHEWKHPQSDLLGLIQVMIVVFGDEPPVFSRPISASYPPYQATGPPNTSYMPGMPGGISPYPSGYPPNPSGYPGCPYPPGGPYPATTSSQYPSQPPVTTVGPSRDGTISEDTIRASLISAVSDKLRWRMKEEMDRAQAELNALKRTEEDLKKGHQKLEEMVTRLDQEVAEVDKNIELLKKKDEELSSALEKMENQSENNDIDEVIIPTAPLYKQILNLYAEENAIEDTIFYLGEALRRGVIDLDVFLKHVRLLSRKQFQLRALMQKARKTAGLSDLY
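Fluorescence polarization binding of Tsg101 binding domain (10 uM final) to FITC-labeled PTAP peptide (50 nM final) in HEPES pH 7.5 buffer with NaCl, Tween 20, EDTA, TCEP. Compounds added before peptide; binding 20 min at RT.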
a7 integrin act: integrin-mediated muscular dystrophy alleviation activation. alpha7betagal myoblasts, beta-gal FDG fluorescence, 48 h. Potency, µM (titrated, usually from 38.3 µM), inactives show at the top dose activation, actives largely listed as activators. 350,000 tested, 0.064% active. AID 624291;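 also: potency is read from the fitted curve at half-maximal effect; 100% = response of the positive control SU9516; nearly all actives have a fitted effect of over 60% in size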
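alpha7betagal+/- myoblasts (passage 13, 250/well) treated 48 h at 37C with compounds at 1:260 dilution of DMSO stock. Lysed, then beta-galactosidase activity read as FDG fluorescence (ex 480/em 540) after 30 min, with pre-read for autofluorescence.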
TSHR antag: antagonists of human thyroid stimulating hormone receptor; P16473; TSHR-expressing cells, TSH-stimulated cAMP HTRF, 2 h; stronger effect = lower value; activity change, negative = inhibition, % at 11.5 µM; 330,000 tested, 0.2% active; AID 504810;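 active = activity change below a set negative limit, meaning inhibition stronger than a set level, cut at about -70% in these data; inconclusive = activity change between two set negative limits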; also: % is scaled to controls: 0 for no effect and ±100 for the full control effect
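Competitive HTRF cAMP read-out (cryptate anti-cAMP antibody, cAMP-d2; 30 min, room temperature) in freshly harvested TSHR cells. Compounds added before TSH at EC80 (4nM final), followed by 2 hours' incubation at 37 deg C.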
Mito fusion yeast: inhibitors of mitochondrial division or activators of mitochondrial fusion. S. cerevisiae fusion-defective mutant growth rescue, CellTiterGlo 48 h. Potency, µM (doses to about 46.1 µM), for inactives: at the highest dose growth rescue (activation), hits mostly activators. 320,000 tested, 0.23% active. AID 485298;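 also: potency is read from the fitted curve at half-maximal effect; % of control where 0% means no effect; nearly all actives have a fitted effect of over 45% in size; temperature-sensitive fusion mutants such as fzo1-1 at 37 °C on non-fermentable ethanol glycerol medium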
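Growth-rescue viability read-out: after 48 h at the non-permissive 37C in glycerol/ethanol YPEG, yeast mitochondrial fusion mutants are measured by CellTiterGlo luminescence; compounds (23 nl pinned per well) restoring growth score as division inhibitors or fusion activators.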
* hit, by the source's call; ? = inconclusive; / = not tested or not shown; & = joins results of further samples; [ ] = dose if it differs, or a comment. Unless noted, calls follow the shape of the dose curve; as a rule, active = well fitted curve in the direction sought with a large enough effect; inconclusive = small, poorly fitted or top-dose-only effect, or another doubt; inactive = no such curve, though single readings can be large; an effect the other way counts as inactive or inconclusive.

Each structure is followed by: Menin-MLL TR inh	TCR act	MBNL1-CUG inh	TSHR antag	PTAP TSG101 blk	A-T KAP1 phos	Mito fusion yeast	MLL CXXC-DNA inh	ASM inhibitor	a7 integrin act
Cc1ccccc1NC(=O)C1Cc2ccccc2CN1C(=O)c1ccco1 (configuration not stated)
→ 4%	0%	2%	1	-5%	4%	5%	8%	-2%	15%
CCOC(=O)N1CCN(C(=O)c2ccc(C#CC3(O)CCCCC3)cc2)CC1
→ -19%	3%	-2%	-3	2%	2%	-1%	4%	0%	-28%
Cc1ccc(C)c(N2CCN(C(=O)c3cc(S(=O)(=O)N4CCCC4)cn3C)CC2)c1
→ -2%	1%	3%	3	-8%	9%	1%	/	22%	25%
CC1CC(C)CN(C(C)C(=O)Nc2cc(S(=O)(=O)N3CCCCC3)ccc2Cl)C1 (configuration not stated)
→ /	-3%	/	14	0%	-2%	/	/	7%	11%
COc1ccc2cnn(Cc3ccccc3)c(=O)c2c1OC
→ -21%	0%	-10%	-33	-2%	10%	-1%	-10%	-1%	-25%
COc1cccc(NC(=S)N(CCc2c(C)[nH]c3ccccc23)Cc2cccs2)c1
→ ?	-2%	0%	40	-2%	14%	19%	19%	-6%	-38%
COc1cccc(-c2c(C(=O)N/N=C/C3CC=CCC3)nnn2-c2nonc2N)c1 (configuration not stated)
→ 5%	8%	-2%	18	-4%	11%	20%	?	2%	11%
Cc1cc(Nc2ccccc2Cl)n2nnnc2n1
→ 1%	-4%	-3%	27	-1%	-6%	0%	16%	3%	-10%
CS(=O)(=O)n1nc(-c2ccccc2)nc1NCc1ccco1
→ -9%	11%[46.1 µM]	?	-21	-2%	/	-1%	13%	-1%	-14%
CCCCn1nc2cc(C(=O)NCc3ccco3)ccc2c1OCC
→ 0%	-4%	-3%	11	-5%	-11%	-22%	4%	18%	-36%
CCCOc1ccccc1/C=C(\C#N)C(=O)Nc1cccc(C)n1
→ 18%	4%	15%	-7	-1%	-1%	9%	-11%	2%	23%
CCOc1ccc(/C=C2\SC(=S)N(CCC(=O)N(CCO)c3ccccc3)C2=O)cc1
→ 1%	5%	?	-6	-1%	0%	-6%	12%	?	?
Cc1ccc(C(=O)NCCC(=O)NCc2ccco2)cc1
→ 8%	-4%	-3%	3	0%	-1%	3%	-2%	-3%	2%
COc1cccc(C(c2nnnn2CC2CCCO2)N2CCN(C(=O)c3ccco3)CC2)c1OC (configuration not stated)
→ -24%	-1%	-9%	-17	1%	-2%	12%	-8%	0%	5%
CCc1ccc(C(=O)COC(=O)CNC(=O)COc2ccccc2)cc1
→ -24%	7%[46.1 µM]	0%	0	-4%	15%	-1%	-9%	0%	20%
Cc1ccc(S(=O)(=O)CC(CN2CCOCC2)N2CCOCC2)cc1 (configuration not stated)
→ -4%	3%	-9%	-6	-1%	2%	-7%	-2%	8%	-15%
Cc1cc(C)c(NC(=O)c2cn3c4c(c(N5CCN(C)CC5)c(F)cc4c2=O)OCC3C)c(C)c1 (configuration not stated)
→ 0%	6%[46.1 µM]	/	23	-4%	1%	-3%	-7%	0%	-21%
CCCC(=O)Nc1ccc(C(=O)N/N=C2\CC(=O)CC(C)(C)C2)cc1
→ -1%	/	-12%	/	/	/	9%	-9%	11%	-10%
Cc1nnc(SCC(=O)NCc2ccccc2)n1-c1ccccc1
→ -7%	1%	-8%	2	-9%	3%	-1%	12%	4%	-6%
S=c1[nH]nc(-c2ccccc2)n1/N=C/c1ccc(Cl)cc1
→ ?	-11%	5%	-6	-2%	-9%	-19%	4%	-11%	-4%
CCCNc1nc(Cl)nc(NC(C)(C)C)n1
→ -14%	4%	-2%	9	0%	0%	?	113%[activator]	2%	13%
CS(=O)(=O)c1ccccc1-c1csc(N2CCC(C(N)=O)CC2)n1
→ /	-7%	/	-14&-7	0%	-1%&8%	-2%	/	-8%	/
CN(C)S(=O)(=O)c1cccc(NC(=O)COC(=O)c2cccn2C)c1
→ -14%	-2%	-4%	-15	0%	16%	-2%	-2%	0%	-14%
COc1cc(/C=C2/C(=O)NN(c3ccccc3)C2=O)cc(Br)c1O
→ ?	0%	?	-1	1%	-12%	-19%	14%	-8%	-10%
COc1ccccc1N1CCN(C(=O)c2ccc(NC(C)=O)cc2)CC1
→ -2%	-14%	2%	12	-1%	0%	-4%	2%	2%	6%
CC(C)(C)C(=O)NC(=S)Nc1sc2c(c1C(N)=O)CCC2
→ -4%	3%	13%	-12	0%	-8%	1%	?	7%	18%
O=C(N/N=C/c1cccc2ccccc12)c1cccnc1
→ 5%	-50%	?	2	-5%	/	-9%	1%	-1%	-6%
COc1cc(OC)c(C(=O)CCC(=O)O)cc1OC
→ 8%	-2%[46.1 µM]	/	2	2%	0%	1%	7%	6%	16%
CCOc1ccccc1NC(=O)CN1C(=O)C(=O)N(Cc2ccco2)C1=O
→ 12%	6%	-8%	10	1%	0%	-3%	2%	-2%	3%
COc1ccc(-c2noc(-c3ccccc3C(=O)NCc3ccco3)n2)cc1
→ -12%	14%	4%	-17	-1%	-4%	-2%	5%	2%	-2%
O=C(O)C(=O)/C(=C\c1ccc(Cl)cc1)c1ccc2ccccc2n1
→ 32%[activator]	3%	-3%	-1	-13%	13%	21%	7%	/	4%
CC(C)C(NC(=O)CN1C(=O)c2cccc3cccc1c23)C(C)C
→ 14%	/	18%	1	-11%	7%	3%	0%	35%[activator]	-26%
CC1Cc2nc(SCC(=O)NCC3CCCO3)n(Cc3ccccc3)c(=O)c2S1 (configuration not stated)
→ -11%	-1%[46.1 µM]	19%	-9	-6%	2%	-1%	-2%	0%	-6%
Cc1ccc(S(=O)(=O)n2ccc(-c3ccc(OCc4c(F)cccc4Cl)cc3)n2)cc1
→ -18%	3%[46.1 µM]	-5%	-2	-4%	2%	0%	5%	1%	8%
CCN(CC)CCCN(C(=O)Cn1nnc(-c2ccc(OC)c(OC)c2)n1)C(C(=O)NC(C)(C)C)c1ccc(F)cc1 (configuration not stated)
→ -3%	-4%	10%	2	-5%	-6%[11.5 µM]	3%	3%	-2%	-22%
CCC(=O)N(CC)c1nc(-c2cc(OC)ccc2OC)cs1
→ 13%	-5%[46.1 µM]	-6%	?	-9%	25%	-3%	-6%	-5%	8%
CCOC(=O)c1sc2nc3c(cc2c1N)COC(C)(CC)C3 (configuration not stated)
→ 27%	-6%	?	-17	-9%	13%	4%	-14%	285%[activator]	0%
Cc1nc2ccccc2nc1OCC(=O)N1CCN(c2ccccc2)CC1
→ 2%	-1%	?	40	-11%	8%	1%	4%	0%	-36%
COc1ccc(CC(=O)Nc2cc(=O)n(C)c(=O)n2C)cc1
→ 5%	4%	-5%	-2	1%	14%	2%	0%	-7%	-2%
CC(=O)c1c(C)nc(-c2ccccc2)nc1NC(=O)Cc1ccccc1
→ 13%	-7%	-2%	-5	-1%	1%	21%	8%	-2%	17%
O=C(C1CCCN(S(=O)(=O)c2ccc(F)cc2)C1)N1CCCCCC1 (configuration not stated)
→ /	2%	0%	-11	0%	7%	4%	2%	1%	12%
O=C(NCCCN1CCOCC1)c1ccc(S(=O)(=O)Nc2cccc(C(F)(F)F)c2)cc1
→ /	-5%	/	27	-3%	-11%	-3%	/	0%	-1%
CCSC1(SCC)N=C(N)C2(C#N)C(c3ccc(OC)c(OC)c3OC)C12C#N (configuration not stated)
→ 41%[activator]	0%	?	-1	-1%	-6%	-2%	-5%	1%	-64%[inhibitor]
Clc1ccc(CN2C3=NCCCN3c3ccccc32)cc1Cl
→ -15%	/	8%	2	1%	-3%	-3%	-4%	-2%	-59%[inhibitor]
CN(C)Cc1ccccc1Cc1ccccc1
→ -1%	-4%[46.1 µM]	3%	-6	-8%	19%	-6%	9%	4%	8%
O=C(O)c1cccc2c1C(=O)c1ccc(N3CCCC3)cc1S2(=O)=O
→ /	-2%	/	-24	?	-15%	-8%	/	-8%	12%
Cc1cc(C)c(NC(=O)CNC(=O)CNC(=O)C2CCCCC2)c(C)c1
→ /	14%	/	-5	0%	1%	1%	/	-2%	6%
COC(=O)CCCCCNC(=S)Nc1ccc2[nH]c(=O)[nH]c2c1
→ /	-3%	-2%	0	-3%	0%	2%	-12%	5%	3%

Some of the compounds tested; rates above refer to the full screens.
